# L3MBTL1 inh: L3MBTL1 (human) inhibition; Potency, µM (highest dose often 57.1 µM), without a hit: at the top dose activity, negative = inhibition, usual class: inhibitors; AID 485360; Q9Y468; AlphaScreen L3MBTL1–H3K9me1 peptide binding; hit rate 0.66% among 230,000; also: potency is read from the fitted curve at half-maximal effect; % is scaled to controls: 0 for no effect and ±100 for the full control effect; nearly all actives have a fitted effect of over 60% in size
#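 First, the protein-peptide complex forms for 30 min at room temperature (L3MBTL1 50 nM, biotinylated H3K9me1 peptide 75 nM). Next, compounds are pin-transferred and incubated 30 min. Finally, AlphaScreen beads are added and read after 30 min.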
# NPSR antag: blocks cAMP signaling of the human neuropeptide S receptor; Potency, µM (titrated, usually from 38.3 µM), for inactives: top-dose activity change, negative = inhibition, most hits filed as inhibitors; hit rate 1% among 220,000; Q6W5P4; CHO-NPSR cells, cAMP TR-FRET, antagonist mode; AID 1461; also: potency is read from the fitted curve at half-maximal effect; % is scaled to controls: 0 for no effect and ±100 for the full control effect; nearly all actives have a fitted effect of over 50% in size; many of its hits are not listed in these tables
# Target sequence (Q6W5P4 whole entry, looked up): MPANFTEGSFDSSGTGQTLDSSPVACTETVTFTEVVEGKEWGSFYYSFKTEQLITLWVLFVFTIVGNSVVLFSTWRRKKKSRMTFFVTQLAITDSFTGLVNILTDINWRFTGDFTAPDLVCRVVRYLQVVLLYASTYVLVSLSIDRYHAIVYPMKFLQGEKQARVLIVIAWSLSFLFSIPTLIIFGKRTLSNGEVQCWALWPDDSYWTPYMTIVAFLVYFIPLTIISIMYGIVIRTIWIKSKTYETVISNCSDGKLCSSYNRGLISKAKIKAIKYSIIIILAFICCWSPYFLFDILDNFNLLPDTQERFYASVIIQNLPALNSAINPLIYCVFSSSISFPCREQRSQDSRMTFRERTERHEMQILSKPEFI
# HttQ103 aggreg: inhibitors of mutant huntingtin aggregate formation in PC12 cells. Potency, µM (highest dose often 46.1 µM), without a hit: at the top dose activity change, negative = inhibition, hits mostly inhibitors. AID 1688. hit rate 1.1% among 220,000. PC12 HttQ103-GFP aggregates, Acumen cytometry, 40 h; also: potency is read from the fitted curve at half-maximal effect; % is scaled to controls: 0 for no effect and ±100 for the full control effect; nearly all actives have a fitted effect of over 60% in size
#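 Using laser scanning cytometry, GFP-positive aggregates were counted after lysis of PC12 cells induced with 100 nM tebufenozide to express HTT exon 1 Q103–GFP. Compounds were tested in titration.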
# IMPase Li inh: IMPase inhibition in cells with lithium potentiation. CHO-M1 cells, IP1 TR-FRET (IP-One), carbachol + lithium. Potency, µM (titrated, usually from 59.4 µM), without a hit: at the top dose activity, negative = IMPase inhibition, actives largely listed as inhibitors. hit rate 0.35% among 210,000. AID 1457;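 also: IP1 builds up when IMPase is blocked and the TR-FRET signal falls; potency is read from the fitted curve at half-maximal effect; plate controls were basal vehicle for no effect and high inhibitor control for full effect; nearly all actives have a fitted effect of over 50% in size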
#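 CHO cells stably expressing M1 receptor (2000/well, cultured 16–30 h) treated 30 min at 37C with compound plus low lithium. Cytosolic IP1 by TR-FRET (665/620 ratio and 620 channel) after 10 min lysis; AC50 by Hill fit.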
# Epigenetic reg: epigenetic control regulation, reporter derepression. hit rate 0.2% among 280,000. AID 1865. murine LDR cells, GFP reporter derepression, 30 h. Potency, µM (doses to about 53.9 µM), for the others: at the highest dose GFP activation, usual class: activators; also: potency is read from the fitted curve at half-maximal effect; % of control where 0% means no effect; nearly all actives have a fitted effect of over 60% in size
#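 Derepression of a silenced CMV-GFP reporter in murine LDR cells is scored by enumerating GFP-positive cells with a laser-scanning microplate cytometer after 30 hours of treatment at 37 C.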
# CBFb RUNX1 block: inhibitors of human CBF-beta and RUNX1 interaction; Q01196+Q13951; Potency, µM (doses to about 59.8 µM), without a hit: top-dose activity, negative = inhibition, actives largely listed as inhibitors; AlphaScreen CBFb-His/RUNX1-biotin binding, biochemical; AID 1477; 230,000 tested, under 10 active; also: % of control where 0% means no effect
# Target sequence (Q01196 whole entry, looked up): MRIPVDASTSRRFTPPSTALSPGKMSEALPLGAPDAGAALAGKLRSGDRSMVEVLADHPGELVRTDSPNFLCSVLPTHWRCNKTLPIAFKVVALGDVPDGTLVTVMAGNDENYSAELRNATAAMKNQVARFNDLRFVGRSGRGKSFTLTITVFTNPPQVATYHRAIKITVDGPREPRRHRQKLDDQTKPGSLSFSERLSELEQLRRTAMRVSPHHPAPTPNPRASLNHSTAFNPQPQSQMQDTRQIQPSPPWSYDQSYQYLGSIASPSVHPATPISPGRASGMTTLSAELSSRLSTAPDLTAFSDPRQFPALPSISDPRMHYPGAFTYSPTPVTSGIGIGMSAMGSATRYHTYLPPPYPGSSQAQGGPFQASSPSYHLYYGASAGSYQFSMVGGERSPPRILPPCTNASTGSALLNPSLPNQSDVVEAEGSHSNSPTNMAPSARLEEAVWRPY
# Target sequence (Q13951 whole entry, looked up): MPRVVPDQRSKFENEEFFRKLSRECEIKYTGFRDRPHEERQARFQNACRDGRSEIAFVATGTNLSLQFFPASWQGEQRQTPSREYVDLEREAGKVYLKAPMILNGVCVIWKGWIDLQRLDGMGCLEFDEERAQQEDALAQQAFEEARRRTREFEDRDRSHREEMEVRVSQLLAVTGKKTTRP
#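 Interaction loss through any mechanism counts as activity. Pre-formed complex of His-CBF-beta and biotin-RUNX1 (30 nM apiece) is incubated with compound 15 min, then with 50 ng nickel and 50 ng streptavidin beads for 90 min before AlphaScreen detection.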
# Luc counter: blocks Kinase-Glo luciferase, a counter-screen artifact; Q27757; Kinase-Glo luciferase, ATP luminescence, 8 min; Potency, µM (titrated, usually from 38.3 µM), inactives show at the highest dose activity change, negative = inhibition, hits mostly inhibitors; hit rate 0.28% among 200,000; AID 1379; also: potency is read from the fitted curve at half-maximal effect; % is scaled to controls: 0 for no effect and ±100 for the full control effect; nearly all actives have a fitted effect of over 60% in size
#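 Compound is pinned into ATP-containing buffer (10 uM ATP, imidazole pH 7.2, 7 mM MgCl2). Kinase-Glo luciferase reagent is then added. Light output is recorded following an 8-min room-temperature incubation.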
# * = called active by the depositor; ? = inconclusive; . = no result given; & = joins results of further samples; [ ] = dose if it differs, or a comment. Calls follow the shape of the dose curve; as a rule, active = well fitted curve in the direction sought with a large enough effect; inconclusive = small, poorly fitted or top-dose-only effect, or another doubt; inactive = no such curve, though single readings can be large; an effect the other way counts as inactive or inconclusive. Only part of the results is shown. The share of hits here may be higher or lower than overall.
# Keys: A = L3MBTL1 inh; B = NPSR antag; C = HttQ103 aggreg; D = IMPase Li inh; E = Epigenetic reg; F = CBFb RUNX1 block; G = Luc counter
O=C(CSc1nnc2n1CCCN2)c1ccccc1
  A = 3%; B = -16%; C = 5%[9.22 µM]; D = .; E = -2.1%; F = 4%; G = .
O=S(=O)(NCc1ccc(Cl)cc1)c1ccc(Cl)nc1
  A = 7%; B = -14%[46.1 µM]; C = -20%; D = -5%[38.3 µM]; E = 0.0%; F = -3%; G = -2%
O=C1C2C(C(=O)N1Cc1cccnc1)C1C=CC2C12CC2 (stereo unspecified)
  A = 0%; B = -6%[46.1 µM]; C = ?; D = 22%[38.3 µM]; E = -1.1%; F = -3%; G = -2%
COc1ccc(NC(=S)NCC(c2cccnc2)N2CCOCC2)cc1 (stereo unspecified)
  A = .; B = 7%; C = 17%; D = -8%; E = 0.0%; F = 3%; G = .
COCCCNC(=S)NNC(=O)Cn1nc(C)c(Br)c1C
  A = 1%; B = 18%; C = 12%; D = 3%; E = 0.0%; F = 2%; G = 3%
O=C1CCCN1CC1CCN(Cc2nc(CC3CC3)no2)CC1
  A = 43%[activator]; B = -7%; C = -1%[9.22 µM]; D = -9%; E = -4.3%; F = -3%; G = 1%
COc1cc(OC)cc(C(=O)N[C@H](C(=O)OCC(=O)Nc2ccc(F)c(F)c2)C(C)C)c1
  A = 5%; B = -21%; C = 12%; D = 5%; E = 0.0%; F = 2%; G = 0%
Cc1cccc(NC(=O)C(=O)NCCCN2CCOCC2)c1
  A = 14%; B = 12%; C = -5%; D = 4%; E = -1.2%&-2.1%; F = 1%; G = 2%
Fc1cccc(NC(=S)NCc2ccccn2)c1
  A = -3%; B = 8%; C = -9%; D = -6%; E = 0.0%; F = -16%; G = 0%
CSc1nc2sc3c(c2c2nnnn12)CCC3
  A = -2%; B = -8%[46.1 µM]; C = -3%; D = ?; E = 0.7%; F = 6%; G = -9%

# Just Epigenetic reg and NPSR antag (3 entries from above):
Structure | Epigenetic reg | NPSR antag
COc1ccc(NC(=S)NCC(c2cccnc2)N2CCOCC2)cc1 (stereo unspecified) | 0.0% | 7%
CSc1nc2sc3c(c2c2nnnn12)CCC3 | 0.7% | -8%[46.1 µM]
COCCCNC(=S)NNC(=O)Cn1nc(C)c(Br)c1C | 0.0% | 18%

# Taken from above:
# Fc1cccc(NC(=S)NCc2ccccn2)c1 in Luc counter reads 0%
# O=S(=O)(NCc1ccc(Cl)cc1)c1ccc(Cl)nc1 in IMPase Li inh reads -5%[38.3 µM]

# More entries follow.
# Keys: A = L3MBTL1 inh; B = NPSR antag; C = HttQ103 aggreg; D = IMPase Li inh; E = Epigenetic reg; F = CBFb RUNX1 block; G = Luc counter
COc1cc(C2C3=C(Nc4nc(N)[nH]c(=O)c42)c2ccccc2C3=O)ccc1O (stereo unspecified)
  A = .; B = 0%; C = -4%[9.22 µM]; D = .; E = 0.0%; F = 7%; G = .
CS(=O)(=O)N1CCN(C(=O)c2ccccc2)C1
  A = 2%; B = -10%[46.1 µM]; C = -15%; D = 5%[38.3 µM]; E = -1.1%; F = 6%; G = 2%
Cc1nc(NC(=O)CN(C)S(=O)(=O)c2ccc(Cl)cc2)sc1C
  A = .; B = -12%[46.1 µM]; C = -19%; D = 25%[38.3 µM]; E = 0.0%; F = -3%; G = 16%
CC(C)NS(=O)(=O)c1ccc(OCC(=O)NCc2cccnc2)cc1
  A = .; B = -6%[46.1 µM]; C = -8%; D = 19%[38.3 µM]; E = 1.2%; F = 7%; G = 0%
COc1ccccc1-c1noc(CSc2nc(C)cc(=O)[nH]2)n1
  A = 4%; B = 12%; C = ?; D = 9%; E = 0.0%; F = 8%; G = -2%
OCC1(CC2CCCCO2)CCN(Cc2ccccc2-c2ccco2)CC1 (stereo unspecified)
  A = -7%; B = 5%; C = -2%[9.22 µM]; D = 3%; E = 1.1%; F = 15%; G = .
COc1cccc(OCCNS(=O)(=O)c2cccc([N+](=O)[O-])c2)c1
  A = -7%; B = 4%; C = -2%; D = 4%; E = -1.3%; F = 7%; G = 1%
O=c1c(Cc2ccc(F)cc2)c(O)ccn1CCCn1ccnc1
  A = 28%[11.4 µM]; B = 9%; C = 3%; D = 9%; E = -2.3%; F = 1%; G = 0%
Cc1c(N/C=C/C(=O)c2ccc(Cl)cc2)c(=O)n(-c2ccccc2)n1C
  A = .; B = -11%[46.1 µM]; C = 4%; D = 35%[38.3 µM]; E = -7.5%; F = -9%; G = -4%
Cc1sc2nc(COC(=O)c3cccc(S(=O)(=O)N(C)c4ccccc4)c3)[nH]c(=O)c2c1C
  A = -8%; B = -18%; C = ?; D = 1%; E = 3.5%; F = -9%; G = -2%

# Continued:
# Keys: A = L3MBTL1 inh; B = NPSR antag; C = HttQ103 aggreg; D = IMPase Li inh; E = Epigenetic reg; F = CBFb RUNX1 block; G = Luc counter
CC1Cc2ccccc2N1C(=O)CSc1nnnn1C(C)C (stereo unspecified)
  A = 0%; B = -12%[46.1 µM]; C = 4%; D = -11%[38.3 µM]; E = 0.0%; F = 2%; G = -3%
Cn1cc(C(F)(F)F)nc1-c1ccc(OCC(O)CNCCOc2ccc(O)c(C(N)=O)c2)cc1 (stereo unspecified)
  A = .; B = -2%[46.1 µM]; C = 11%[9.22 µM]; D = 9%&4%; E = -1.2%&-1.1%&1.1%; F = -8%&12%&7%; G = -2%
Cc1ncc(CO)c(/C=N/NC(=O)c2ccc(Br)cc2)c1O
  A = ?; B = -3%; C = 11µM*; D = -2%; E = 1.0%; F = ?; G = -2%
CC(C)c1nnc(SCC(=O)N2CCc3ccccc32)n1N
  A = -23%; B = -1%; C = -5%; D = 1%; E = 2.7%; F = -10%; G = 0%
COc1ccc(NC(=O)COc2ncnc3ccccc23)cc1S(=O)(=O)N1CCOCC1
  A = 11%; B = 8%; C = 14%; D = 6%; E = -3.5%; F = 0%; G = 2%
Cc1cc(S(=O)(=O)NCC(C)C)ccc1OCC(=O)N1CCOCC1
  A = 4%; B = 17%[46.1 µM]; C = -9%; D = -1%; E = 0.0%; F = 2%; G = 2%
C/C(=N\NC(=O)C(=O)N/N=C(\C)c1cccc(O)c1)c1cccc(O)c1
  A = 5%; B = -8%; C = 12%[9.22 µM]; D = 5%; E = -1.3%; F = -9%; G = -4%
COc1ccc(N2CC(C(=O)NCCC3=CCCCC3)CC2=O)cc1 (stereo unspecified)
  A = 2%; B = -7%[46.1 µM]; C = 16%; D = 6%[38.3 µM]; E = 0.0%; F = -1%; G = 0%
O=C(O)CCc1ccc(-c2cccs2)o1
  A = .; B = -17%[46.1 µM]; C = 9%; D = 22%[38.3 µM]; E = ?; F = -21%; G = 0%
COc1ccc(N(C)S(=O)(=O)c2cccc(C(=O)N(C)Cc3ccc(C)o3)c2)cc1
  A = -22%; B = -31%; C = 21%; D = 22%; E = -2.6%; F = 7%; G = -1%

# Compound profiles (already shown). Order of screens: L3MBTL1 inh, NPSR antag, HttQ103 aggreg, IMPase Li inh, Epigenetic reg, CBFb RUNX1 block, Luc counter
# COc1ccc(NC(=O)COc2ncnc3ccccc23)cc1S(=O)(=O)N1CCOCC1 as listed: 11%, 8%, 14%, 6%, -3.5%, 0%, 2%
# C/C(=N\NC(=O)C(=O)N/N=C(\C)c1cccc(O)c1)c1cccc(O)c1 as listed: 5%, -8%, 12%[9.22 µM], 5%, -1.3%, -9%, -4%
# COc1ccc(N(C)S(=O)(=O)c2cccc(C(=O)N(C)Cc3ccc(C)o3)c2)cc1 as listed: -22%, -31%, 21%, 22%, -2.6%, 7%, -1%
# O=C(O)CCc1ccc(-c2cccs2)o1 as listed: ., -17%[46.1 µM], 9%, 22%[38.3 µM], ?, -21%, 0%
# Cc1cc(S(=O)(=O)NCC(C)C)ccc1OCC(=O)N1CCOCC1 as listed: 4%, 17%[46.1 µM], -9%, -1%, 0.0%, 2%, 2%

# Next section
# Screens in order – L3MBTL1 inh, NPSR antag, HttQ103 aggreg, IMPase Li inh, Epigenetic reg, CBFb RUNX1 block, Luc counter
Cc1nc2ccc(NC(=O)COc3ccccc3[N+](=O)[O-])cc2s1
 : 10%, 2%, -9%, -7%, 1.3%, 6%, -2%
CC(C)(C)C1CCC(C(=O)OCC(=O)c2ccc[nH]2)CC1 (stereo unspecified)
 : -13%, -10%, 19%, -2%, -0.3%, -8%, -2%
CCOc1ccc(-c2ccc(SCC)nn2)cc1
 : 5%, 10%, -4%, -6%, 0.8%, 7%, ?
O=C(CC1(O)C(=O)Nc2ccccc21)c1ccc2c(c1)OCO2 (stereo unspecified)
 : ., -5%[46.1 µM], 24%, 24%[38.3 µM], 0.7%, -3%, -1%
Cc1ccc(-n2ncc3c(SCc4ccccn4)ncnc32)c(C)c1
 : 11%, -37%, ?, 14%, 2.5%, -10%, 7%
Cc1ccccc1C(=O)Nc1nc2c(C)csc2c(=O)s1
 : ., ?, -32%[9.22 µM], ., 1.6%, 6%, .
O=C(N/N=C/c1ccc[nH]1)c1ccc(COc2cccc3cccnc23)cc1
 : -9%[2.29 µM], -8%, -2%, -6%, 1.2%, -3%, -1%
Cc1cccc(NS(=O)(=O)c2cccc3nonc23)c1
 : -16%, -11%, 2%, -6%, 0.9%, -10%, 3%
Cc1ccc(CSCC(=O)N2CCOCC2)cc1
 : ., 2%[46.1 µM], 4%, 7%[38.3 µM], -0.2%, -14%, -3%
Cc1ccc(-c2nn(C)c(=O)c3ccccc23)cc1S(=O)(=O)NCCN(C)C
 : 1%, -14%, 8%[9.22 µM], 6%, 1.1%, 3%, 2%
Cc1cc(C)n(CC(=O)N/N=C/c2c[nH]c3ccccc23)n1
 : 5%, -12%, -2%[9.22 µM], ., -2.3%, 2%, .
Cn1c(C(=O)OC(C(=O)NCc2ccco2)c2ccncc2)cc2sccc21 (stereo unspecified)
 : ., -11%[46.1 µM], -4%[9.22 µM], 0%[38.3 µM], -3.2%, -9%, 0%
CCOC(=O)NNC(=O)C1CCC(C)CC1 (stereo unspecified)
 : ., 14%, -1%, -4%, 2.4%&0.9%, -6%, -1%
COCCNC(=O)/C(C#N)=C/c1ccc(C(=O)O)cc1
 : 1%, -2%, 7%, -4%, -0.3%, 7%, 1%
NC(=O)Cn1nc([N+](=O)[O-])nc1Oc1ccccc1F
 : 13%, 7%, 6%, 10%, -1.2%, -3%, -1%
CC1CCc2cc(F)ccc2N1C(=O)c1cnc2sccn2c1=O (stereo unspecified)
 : -8%, -1%[46.1 µM], 4%, 18%[38.3 µM], 0.9%, 5%, -1%
CCOC(=O)CNC(=O)N1CCCC(CCC(=O)NCc2ccc(F)c(F)c2)C1 (stereo unspecified)
 : 6%, -4%, -23%, -3%, -5.1%, 11%, 8%

# Source: PubChem BioAssay
